Screening data: PubChem, several laboratories
procasp7 counter: procaspase-7 activators, primary screen, counter-screen for procaspase-3 activator project, biochemical, absorbance, HTS, human. Caspase-7 (Homo sapiens), P55210. recombinant procaspase-7, Ac-DEVD-pNA absorbance 405 nm; D23A/D198A/D206A triple mutant, cannot self-cleave; scale: DMSO 0, 5 µM enzyme 100. activation, % at 8.5 µM. 330,000 tested, 0.093% active;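 active = percent activation above the screen-wide mean plus 3 SD, cut at about 25% in these data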
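Test system: Procaspase-7 triple mutant (PC-7 D3A). Also added: Ac-DEVD-pNA substrate, 400 µM as added. Schedule: 1 h enzyme–compound preincubation and 2 h substrate reaction, both 25 °C. Signal: p-Nitroaniline absorbance at 405 nm, read at 0 and 120 min. Control set: low DMSO alone, high DMSO plus 5 µM PC-7.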
Efflux pump inh: inhibitors of Candida efflux pumps in yeast, primary screen, S. cerevisiae, Nile Red, multiplex; 330,000 tested, 0.44% active; S. cerevisiae Candida pump triplex; inhibition, % at 10 µM;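 active = plate passing quality check with inhibition over a set limit, or well fluorescence over plate mean plus 4 SD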;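 note: Nile Red retained in pooled yeast measured as flow cytometry median fluorescence; 0% = buffer negative control and 100% = Enniatin B positive control; higher means more Nile Red kept so more efflux inhibition; some compounds called inactive have numbers as strong as hits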
PP5 primary: PP5 phosphatase inhibitors, primary screen, biochemical, fluorescence; Serine/threonine-protein phosphatase 5 (Homo sapiens), P53041; purified PP5c, OMFP substrate fluorescence; inhibition, % at 6.7 µM; 320,000 tested, 0.18% active; AID 1987, 2009;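 active = inhibition above the campaign's mean inhibition across all tested compounds plus 3 SD, cut at about 9.5% in these data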;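 note: 0% = DMSO only and 100% = 100 µM cantharidin control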
PP1 counter: PP1-alpha phosphatase inhibitors, primary screen, counter-screen for PP5 inhibitor project, biochemical, fluorescence, OMFP substrate, single point. Serine/threonine-protein phosphatase PP1-alpha catalytic subunit (Homo sapiens), P62136. inhibition, % at 6.7 µM. purified PP1alpha. 320,000 tested, 0.9% active;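 active = inhibition above the mean inhibition of all tested compounds plus 3 SD, computed separately for each screening campaign, cut at about 15% in these data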
Target sequence (P62136 whole entry, looked up): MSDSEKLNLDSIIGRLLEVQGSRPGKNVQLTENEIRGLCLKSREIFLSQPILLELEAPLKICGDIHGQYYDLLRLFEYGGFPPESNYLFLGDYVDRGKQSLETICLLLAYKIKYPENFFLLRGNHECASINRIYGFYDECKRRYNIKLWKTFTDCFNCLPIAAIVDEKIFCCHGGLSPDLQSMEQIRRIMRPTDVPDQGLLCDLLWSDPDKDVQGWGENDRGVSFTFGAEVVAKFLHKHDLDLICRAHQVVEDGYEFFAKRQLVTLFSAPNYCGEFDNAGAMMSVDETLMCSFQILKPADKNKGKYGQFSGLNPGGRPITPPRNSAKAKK
GASC-1 inh: inhibitors of GASC-1 histone demethylase, primary screen, biochemical, fluorescence, DELFIA europium; 330,000 tested, 0.069% active; GST-JMJD2C(1-420) H3K9me3 demethylation; AID 2099, 2009; Lysine-specific demethylase 4C (Homo sapiens), Q9H3R0; inhibition, % at 2.35 µM;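 active = more than half of a compound's replicate wells show inhibition beyond 50%, single wells judged on their own value; inconclusive = some, but no more than half, of replicates pass 50% inhibition; inactive = no replicate passes 50% inhibition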;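 note: signal counts dimethyl H3K9 product captured on neutravidin plate; 0% = median of DMSO wells and 100% = 0.3 times that DMSO median; strong numbers were not always called active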
Target sequence (Q9H3R0 1-420 limits assumed): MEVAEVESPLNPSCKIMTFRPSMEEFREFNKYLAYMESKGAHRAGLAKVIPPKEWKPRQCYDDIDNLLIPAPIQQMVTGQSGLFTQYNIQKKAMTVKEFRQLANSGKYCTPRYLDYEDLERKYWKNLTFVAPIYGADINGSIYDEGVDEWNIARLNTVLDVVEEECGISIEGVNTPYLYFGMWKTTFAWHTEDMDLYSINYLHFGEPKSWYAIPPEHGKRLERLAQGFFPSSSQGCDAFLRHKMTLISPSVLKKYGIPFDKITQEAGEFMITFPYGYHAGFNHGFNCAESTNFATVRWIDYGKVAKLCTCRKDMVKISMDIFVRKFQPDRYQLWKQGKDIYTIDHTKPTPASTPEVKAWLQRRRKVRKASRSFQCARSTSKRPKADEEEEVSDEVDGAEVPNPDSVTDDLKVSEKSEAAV
procasp3 activ: activators of human procaspase-3 D3A mutant, primary screen, biochemical, absorbance, PC-3 D3A mutant, single concentration | recombinant procaspase-3 D3A, Ac-DEVD-pNA absorbance 405 nm | Caspase-3 (Homo sapiens), P42574 | activation, % at 8.5 µM | 330,000 tested, 0.11% active | AID 463141, 2010;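 active = activation above the mean of all tested compounds plus 3 SD, cut at about 21% in these data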;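 note: 0% = DMSO alone and 100% = DMSO wells spiked with extra 5 µM PC-3 D3A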
Target sequence (P42574 whole entry D9A/D28A/D175A): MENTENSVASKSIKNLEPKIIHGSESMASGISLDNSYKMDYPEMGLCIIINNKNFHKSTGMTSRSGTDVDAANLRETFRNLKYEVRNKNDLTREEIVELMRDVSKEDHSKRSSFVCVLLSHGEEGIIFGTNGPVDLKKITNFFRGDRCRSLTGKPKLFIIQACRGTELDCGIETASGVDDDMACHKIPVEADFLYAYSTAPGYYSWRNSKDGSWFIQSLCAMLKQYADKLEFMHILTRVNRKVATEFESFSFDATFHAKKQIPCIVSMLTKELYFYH
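material = Procaspase-3 D3A mutant | probe or stimulus = Ac-DEVD-pNA | compound = single dose, 8.5 µM nominal compound, 0.8% DMSO | timing = 1 h preincubation, 2 h reaction | measured by = 405 nm absorbance of p-nitroaniline, reads at 0 and 120 min | benchmarks = DMSO-only low control, 5 µM PC-3 D3A high control | repeats = singlicate, each compound tested once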
TPT1 inhibitor: Candida albicans TPT1 enzyme inhibitors, primary screen, biochemical, fluorescence polarization. recombinant caTPT1, FP RNA substrate dephosphorylation. inhibition, % at 5 µM. 300,000 tested, 0.81% active;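 active = inhibition above the mean of all tested compounds plus 3 SD, set per screening campaign, cut at about 24% in these data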;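 note: plate controls were DMSO alone for no effect and ferristatin control at 100 nM for full effect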
CTSL1 counter: Fasciola hepatica cathepsin L1 inhibitors, primary screen, counter-screen for PFM18AAP inhibitor project, biochemical, QFRET, fluorogenic peptide substrate; recombinant F. hepatica cathepsin L1, Z-Leu-Arg-MCA fluorescence; inhibition, % at 5.96 µM; 300,000 tested, 0.49% active; AID 1906, 2009;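 active = inhibition above the mean of all tested compounds plus 3 SD, set per screening campaign, cut at about 17% in these data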;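 note: 0% = plate median of test compound wells and 100% = 1 µM Z-Phe-Ala-diazomethylketone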
HCV core dimer: inhibitors of HCV core protein dimerization, primary screen, biochemical, TR-FRET, high-throughput; TR-FRET GST/Flag-core106 dimerization, 1536-well; inhibition, % at 5 µM; 300,000 tested, 0.33% active; AID 1899, 2009;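 active = inhibition above the mean of all tested compounds plus 3 SD, set per screening campaign, cut at about 45% in these data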
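Assay system: tagged HCV core106 pair (GST and Flag); medium: KF-containing HEPES buffer, pH 7.45, DTT, CHAPS, BSA; also added: Eu donor and XL665 acceptor anti-tag antibodies; dosing: 5 µM single dose; timing: compound-protein-antibody incubation 4 h at 22.5 °C; signal: TR-FRET 671 and 617 nm emission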
* marks the source's active call; other numbers are inactive results; ? = inconclusive; / = no result given.

[1] COc1cc(OC)c2ccc(=O)oc2c1C(CCN1CCCC(C)C1)c1ccc2c(c1)OCO2 (stereo not given)
[2] CCOC(=O)CSc1nc2c(sc3ccc([N+](=O)[O-])cc32)c(=O)n1Cc1ccco1
[3] CC1(c2nnc(-c3ccccc3)o2)CC(c2ccncc2)=NO1 (stereo not given)
[4] COC(=O)C1CCN(C(=O)c2ccccc2NC(C)=O)CC1
[5] CC(=O)n1nc(-c2cccc(C)c2)nc1SCC(=O)Nc1ccccc1
[6] C=CCn1c(-c2ccccc2)nc2nc3ccccc3nc21
[7] CCN(C(=O)CSc1nc2ccccc2o1)C1CCS(=O)(=O)C1 (stereo not given)
[8] CC(Sc1ncccn1)C(=O)NC1(C#N)CCCCC1 (stereo not given)
[9] c1ccc(OCc2nn3c(-c4ccncc4)nnc3s2)cc1
[10] O=C(NCc1ccncc1)c1cncc(Br)c1

compound no.	1	2	3	4	5	6	7	8	9	10
procasp7 counter	5	8	-2	-5	2	5	15	5	2	-5
Efflux pump inh	-0.1	-0.5	-0.2	-0.2	-0.2	0.0	0.0	0.0	0.0	-0.2
PP5 primary	0.3	0.7	2.7	-4.5	2.1	3.8	-0.7	-1.8	0.9	0.1
PP1 counter	-3	1	-4	3	-1	0	-8	-2	-1	-5
GASC-1 inh	-3	3	3	115	4	-9	-11	13	3	-5
procasp3 activ	8	-4	10	-17	8	-6	-2	-1	13	3
TPT1 inhibitor	-5	1	-2	-2	1	0	-2	/	-1	-3
CTSL1 counter	0	3	14	-4	-4	9	-6	/	0	3
HCV core dimer	3	30	-7	-6	-7	8	-1	/	-4	-7

[11] O=C(c1ccccc1-c1nc(-c2ccccc2)no1)N1CCCC1
[12] O=C(c1c[nH]c2ccc(F)cc2c1=O)N1CCCCCC1
[13] CN1CCN(C(=O)/C(C#N)=C/c2ccc(F)cc2)CC1
[14] COc1cc2[nH]c(=O)n(CCCCCC(=O)N3CCN(c4ccccc4)CC3)c(=O)c2cc1OC
[15] C[C@H]1C(=O)N(C)CCN1C(=O)c1cccc(OC2CCN(CC(C)(C)C)CC2)c1
[16] COc1ccc(N2CC(C(=O)Nc3ccc(F)cc3F)CC2=O)cc1 (stereo not given)
[17] COC(=O)c1ccc(Oc2ccc3nncn3n2)cc1
[18] Cc1cc(N2CCOCC2)nc2ccc(NC(=O)CCC(=O)N3CCN(c4ccc(F)cc4)CC3)cc12
[19] Cc1ccc(-n2c([O-])nc(-[n+]3ccccc3)c2C=O)cc1
[20] Cn1c(=O)c2c(nc(Br)n2CC(=O)c2cccs2)n(C)c1=O

compound no.	11	12	13	14	15	16	17	18	19	20
procasp7 counter	0	2	6	3	-4	3	-9	2	4	4
Efflux pump inh	0.0	0.1	-0.1	0.7	0.0	0.2	0.1	0.0	0.0	0.0
PP5 primary	3.4	1.2	-2.5	5.4	-1.6	1.8	-0.9	1.9	1.1	1.6
PP1 counter	0	-1	4	0	-2	0	-3	3	0	2
GASC-1 inh	1	3	-9	6	-2	-15	11	24	-1	9
procasp3 activ	-3	2	-2	-1	10	-4	4	-1	-7	5
TPT1 inhibitor	-1	-1	1	1	-1	0	-1	-2	-1	1
CTSL1 counter	3	1	0	-3	2	-1	-2	5	-4	3
HCV core dimer	-4	-7	-2	9	6	-1	-1	2	-4	1

[21] CN(C)S(=O)(=O)c1ccc(NC(=O)CCNC(=O)c2ccco2)cc1
[22] Cc1ccc(C)c(-n2cc(CN3CCCN(C=O)CC3)c(-c3ccccc3)n2)c1
[23] CCOc1cc(-c2nc(C)c(C(C)=O)n2O)ccc1OCC(=O)Nc1cccc(C)c1
[24] Cc1nn(-c2ccccn2)c2c1C(=O)CC(C)(C)C2Br (stereo not given)
[25] Cc1cc(C(=O)N2CCCC(Nc3ccc(C(C)C)cc3)C2)nn1C (stereo not given)
[26] CC(C(=O)N1CCc2ccccc21)N1CCN(S(=O)(=O)c2cccs2)CC1 (stereo not given)
[27] Cc1ccc(/C=N/Nc2cc(C)nc(N3CCOCC3)n2)cc1
[28] Cc1ccc(Nc2c(-c3ccc(C)o3)nc3cnccn23)cc1
[29] COc1ccc(C2NC(c3ccc(OC)cc3)C([N+](=O)[O-])C(C)(C)C2[N+](=O)[O-])cc1 (stereo not given)
[30] CC(C)(Oc1ccc(Cl)cc1)C(=O)O

compound no.	21	22	23	24	25	26	27	28	29	30
procasp7 counter	-1	-11	5	1	0	-1	8	-30	0	-2
Efflux pump inh	0.0	0.2	-0.2	-0.1	-0.3	-0.2	0.1	-0.1	0.1	0.0
PP5 primary	-1.4	4.9	1.1	-1.1	-1.4	3.3	4.9	1.3	2.9	1.1
PP1 counter	-2	0	2	7	47*	2	-4	3	-2	-2
GASC-1 inh	3	14	2	5	-5	-7	-6	2	-27	20
procasp3 activ	-7	0	7	1	2	-9	5	-12	-1	2
TPT1 inhibitor	-4	1	-1	1	0	/	5	-2	0	1
CTSL1 counter	1	3	-1	2	3	/	2	4	-1	-2
HCV core dimer	-5	-3	-2	0	12	/	-3	3	6	-5

[31] COc1ccc(-c2sc3ccccc3c2-c2ccc(OCCN3CCOCC3)cc2)cc1
[32] O=C(NCc1ccccc1F)C1CCCN1S(=O)(=O)c1ccc(Cl)cc1 (stereo not given)
[33] Cc1cc(NC(=O)CSc2nc3ccsc3c(=O)n2CCCCC(=O)O)no1
[34] Cc1nn(C(C)C(=O)O)c(=O)c2ccccc12 (stereo not given)
[35] CCCCN(CCCC)CC(O)CN(c1cc([N+](=O)[O-])ccc1OC)S(=O)(=O)c1ccccc1 (stereo not given)
[36] Cc1ccc(C(=O)OCc2nnc(-c3ccccc3)o2)cc1S(=O)(=O)N1CCOCC1
[37] CC(C)CNC(=O)CSc1nc2scc(-c3ccccc3)c2c(=O)[nH]1
[38] CCOc1cc(/C=N/NC(=O)COc2ccc(C)cc2)ccc1OC(=O)c1cccs1
[39] O=C(COC(=O)C1CC1)Nc1nc(-c2ccc(F)c(F)c2)cs1
[40] Cc1cccc(NS(=O)(=O)c2nnc(NC(=O)c3ccc(C)c(C)c3)s2)c1

compound no.	31	32	33	34	35	36	37	38	39	40
procasp7 counter	7	11	2	9	1	1	1	-8	-1	-1
Efflux pump inh	0.3	-0.1	0.0	0.1	0.1	0.1	0.2	0.0	-0.1	0.1
PP5 primary	/	-0.6	2.7	2.8	-0.3	3.5	-1.1	4.1	2.0	-1.4
PP1 counter	/	1	1	2	0	-5	3	4	-3	0
GASC-1 inh	-6	-5	1	-4	18	-4	0	-7	-2	/
procasp3 activ	4	3	-9	3	9	-5	-14	6	-2	13
TPT1 inhibitor	/	-4	-3	-1	-2	2	9	-3	-2	0
CTSL1 counter	/	0	-4	-4	5	-7	2	2	-37	1
HCV core dimer	/	-2	-6	0	-1	4	3	8	3	14

The closing 4 records of the part above lead into the next:
[37] CC(C)CNC(=O)CSc1nc2scc(-c3ccccc3)c2c(=O)[nH]1
[38] CCOc1cc(/C=N/NC(=O)COc2ccc(C)cc2)ccc1OC(=O)c1cccs1
[39] O=C(COC(=O)C1CC1)Nc1nc(-c2ccc(F)c(F)c2)cs1
[40] Cc1cccc(NS(=O)(=O)c2nnc(NC(=O)c3ccc(C)c(C)c3)s2)c1
[41] O=C(CCS(=O)(=O)c1ccccc1)NCc1ccccc1
[42] CCc1cc(C(=O)N2CCCC(Nc3ccc(F)c(F)c3)C2)n(C)n1 (stereo not given)
[43] O=[N+]([O-])c1cccc(CNC2CCCCCC2)c1
[44] CCC(C)(C)n1nnnc1C(c1cc(OC)ccc1OC)N1CCN(Cc2ccccc2)CC1 (stereo not given)
[45] CCOc1ccc(CNC(=O)C2Cc3cc(S(=O)(=O)N4CCCC4)ccc3N2C(C)=O)cc1 (stereo not given)
[46] CS(=O)(=O)N(CC(=O)NCCSCc1ccco1)c1ccc(Cl)cc1
[47] O=C1/C(=C\c2ccc(C(F)(F)F)cc2)CSc2sccc21
[48] CCOC(=O)c1ccc(NC(=S)N(CCCN2CCCC(C)C2)Cc2ccco2)cc1 (stereo not given)
[49] O=C(NCC(c1ccco1)N1CCOCC1)c1ccc([N+](=O)[O-])cc1 (stereo not given)
[50] CCOC(CNC(=O)C1CCN(S(=O)(=O)c2ccc3nc4c(c(C(=O)O)c3c2)CC(C)CC4)CC1)OCC (stereo not given)
[51] N#Cc1c(-c2ccc(F)cc2)cc(-c2cccs2)nc1SCC(=O)O
[52] Cc1ccc(SCCC(=O)NCc2ccncc2)cc1
[53] O=C1CCc2cc(S(=O)(=O)N3CCN(c4ccc(F)cc4)CC3)cc3c2N1CC3

compound no.	37	38	39	40	41	42	43	44	45	46	47	48	49	50	51	52	53
procasp7 counter	1	-8	-1	-1	6	9	17	0	7	-5	4	-6	3	3	-1	5	7
Efflux pump inh	0.2	0.0	-0.1	0.1	0.1	-0.1	0.1	-0.1	0.0	0.0	0.2	-0.2	0.2	0.0	0.0	0.1	0.0
PP5 primary	-1.1	4.1	2.0	-1.4	2.5	-0.9	-0.6	0.3	-1.6	1.2	3.3	2.5	-0.6	-0.4	-0.4	3.2	0.9
PP1 counter	3	4	-3	0	1	-5	-5	1	-1	-1	-4	-1	-2	-6	1	-1	0
GASC-1 inh	0	-7	-2	/	-3	0	-8	-16	-1	4	0	15	12	-1	?	3	-17
procasp3 activ	-14	6	-2	13	5	-2	5	1	4	-4	10	-2	-4	-3	-6	1	-6
TPT1 inhibitor	9	-3	-2	0	-1	0	-1	-5	-3	-1	1	-1	1	-2	-1	-3	-2
CTSL1 counter	2	2	-37	1	31*	-1	2	2	-4	4	-6	-2	-3	-4	0	1	-2
HCV core dimer	3	8	3	14	4	0	0	1	-6	-1	0	-6	-4	9	5	2	-5
